CF NFkB block = inhibitors of PAF-induced NF-kB signaling, primary screen, cell-based, GFP fluorescence, uHTS; inhibition, % at 5 µM; 360,000 compounds, 0.86% hits; KKLEB NF-kB-GFP reporter, GFP fluorescence overnight;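 active means at least 50% inhibition at 5 µM, scaled per plate between neutral and stimulator controls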;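 further: PAF is a Pseudomonas aeruginosa culture filtrate used as stimulus; plate controls were PAF-stimulated DMSO wells for no effect and unstimulated DMSO wells for full effect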
SRC1 inh = SRC1 coactivator transcriptional activity inhibitors, primary screen, cell-based, luminescence; HEK293 GAL4-SRC1 luciferase reporter; inhibition, % at 3.6 µM; 360,000 compounds, 0.12% hits; AID 588354, 2011;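 active means inhibition above the campaign mean plus 3 SD, with each screening campaign given its own cutoff, cut at about 60% in these data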;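 further: 0% = DMSO treated cells and 100% = gossypol at 36 µM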
LRH-1 inv ag = LRH-1 (NR5A2) inverse agonists, primary screen, cell-based, luminescence, HEK293T, StAR-luciferase reporter. inhibition, % at 3.6 µM. LRH-1 transfected, 24 h. AID 602396, 2012. 360,000 compounds, 0.13% hits. Nuclear receptor subfamily 5 group A member 2 (Homo sapiens), O00482;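 active means inhibition above the mean inhibition of all tested compounds plus 3 SD, cut at about 73% in these data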;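 further: 0% = DMSO wells and 100% = reporter-only cells lacking LRH-1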
Target sequence (O00482 whole entry, looked up): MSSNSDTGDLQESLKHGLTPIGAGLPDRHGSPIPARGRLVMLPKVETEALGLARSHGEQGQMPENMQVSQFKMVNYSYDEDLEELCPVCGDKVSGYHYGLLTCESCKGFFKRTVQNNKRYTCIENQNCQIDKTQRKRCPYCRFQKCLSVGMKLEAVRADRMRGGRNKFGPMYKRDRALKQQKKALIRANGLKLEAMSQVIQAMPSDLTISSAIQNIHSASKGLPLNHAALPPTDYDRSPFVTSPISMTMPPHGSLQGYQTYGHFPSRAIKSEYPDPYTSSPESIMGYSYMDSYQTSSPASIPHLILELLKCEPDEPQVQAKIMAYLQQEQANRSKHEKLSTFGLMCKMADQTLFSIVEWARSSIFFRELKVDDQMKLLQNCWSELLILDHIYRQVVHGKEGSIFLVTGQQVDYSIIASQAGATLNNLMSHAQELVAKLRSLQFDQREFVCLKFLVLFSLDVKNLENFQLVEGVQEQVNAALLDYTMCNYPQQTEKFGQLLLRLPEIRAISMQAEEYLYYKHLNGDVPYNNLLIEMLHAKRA
TWEAK-Fn14 inh = inhibitors of TWEAK-Fn14 signaling, primary screen, luciferase reporter cells, uHTS; 360,000 compounds, 2% hits; inhibition, % at 10 µM; TWEAK-stimulated Fn14 reporter cells, luciferase luminescence, 8 h; AID 1159606, 2016; in the data active means inhibition above about 50%
LMP1 NFkB inh = EBV LMP1-driven NF-kappaB luciferase reporter inhibitors, primary screen, cell-based, luminescence, single point; LMP1-induced NF-kappaB luciferase reporter cells; inhibition, % at 12.5 µM; 350,000 compounds, 0.69% hits; AID 504558, 2011; in the data active means inhibition above about 41%;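 further: 0% = neutral control wells and 100% = reference inhibitor control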
NR2F2 inh = NR2F2 transcriptional activity inhibitors, primary screen, cell-based, luciferase reporter, HEK293T, luminescence | inhibition, % at 8.6 µM | 370,000 compounds, 0.7% hits | HEK293T NGFI-A luciferase reporter | COUP transcription factor 2 (Homo sapiens), P24468;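 active means inhibition above a per-plate cutoff, mean inhibition of test wells between control levels plus 3 SD, cut at about 38% in these data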;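 further: cells cotransfected with COUP-TFII expression vector driving the NGFI-A reporter; 0% = median of COUP-TF2 test wells and 100% = reporter-only cells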
Target sequence (P24468 whole entry, looked up): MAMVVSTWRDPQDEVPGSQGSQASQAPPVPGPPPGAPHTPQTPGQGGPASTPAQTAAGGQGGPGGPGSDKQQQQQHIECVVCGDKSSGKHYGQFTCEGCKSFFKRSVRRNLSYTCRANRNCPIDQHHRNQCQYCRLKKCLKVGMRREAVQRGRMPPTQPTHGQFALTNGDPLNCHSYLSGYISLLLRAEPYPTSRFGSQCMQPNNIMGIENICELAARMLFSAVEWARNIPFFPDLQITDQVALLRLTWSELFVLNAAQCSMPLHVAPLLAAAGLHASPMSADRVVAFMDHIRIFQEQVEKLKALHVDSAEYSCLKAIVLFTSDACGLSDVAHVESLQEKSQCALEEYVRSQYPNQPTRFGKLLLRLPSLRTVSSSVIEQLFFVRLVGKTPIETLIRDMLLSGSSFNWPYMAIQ
NCOA3 inh = SRC3 coactivator transcriptional activity inhibitors, primary screen, cell-based, luminescence. HEK293 GAL4-SRC3 luciferase reporter. 360,000 compounds, 0.17% hits. AID 588352, 2011. Nuclear receptor coactivator 3 (Homo sapiens), Q9Y6Q9. inhibition, % at 3.6 µM;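 active means inhibition above a per-campaign cutoff, the mean of all compounds plus 3 SD, cut at about 60% in these data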;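 further: 0% = DMSO-treated cells and 100% = gossypol-treated cells at 36 µM; higher means less SRC3-driven luciferase light from the GAL4 reporter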
KKLEB tox = cytotoxicity in KKLEB CF airway cells, primary screen, cytotoxicity control for CF NF-kB inhibitor project, cell-based, uHTS, fluorescence assay plates. 360,000 compounds, 0.36% hits. activity change (cytotoxicity), % at 5 µM. KKLEB CF airway cells viability, ATPlite luminescence, overnight; hits give low values; cells stimulated with P. aeruginosa culture filtrate;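 active means corrected activity change at or below -50% at 5 µM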
NCOA2 inhibitor = inhibition of GAL4-SRC2 driven luciferase reporter, primary screen, SRC2 inhibitor project, cell-based, luminescence; Nuclear receptor coactivator 2 (Homo sapiens), Q15596; HEK293 GAL4-SRC2 luciferase reporter; inhibition, % at 9 µM; 370,000 compounds, 0.17% hits;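 active means inhibition above the mean inhibition of all tested compounds plus 3 SD, set per campaign, cut at about 52% in these data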;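 further: 0% = DMSO treated cells and 100% = cells given Gossypol at 36 µM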
TRAIL sens C8 = viability loss with TRAIL in NB7+C8 cells, primary screen, TRAIL sensitizer project, cell-based, ATPlite luminescence; inhibition (viability loss, TRAIL sensitization), % at 10 µM; 360,000 compounds, 1% hits; AID 624354, 2012;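 active means compounds causing at least 50% loss of cell viability in the single-dose screen, relative to plate controls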
TROY signal inh = inhibitors of TROY-driven NF-kB signaling, primary screen, Q293 LMP1-TROYcd cells, NF-kB luciferase, uHTS; Q293 LMP1-TROYcd NF-kB luciferase reporter, 4 h; inhibition, % at 10 µM; 360,000 compounds, 0.98% hits; AID 1347056, 2019;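 active means compounds whose plate-normalised and pattern-corrected inhibition of the luciferase reporter signal at the single screening dose is 50% or more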
Active calls of the source: *; · = not tested or not shown.

SMILES	CF NFkB block	SRC1 inh	LRH-1 inv ag	TWEAK-Fn14 inh	LMP1 NFkB inh	NR2F2 inh	NCOA3 inh	KKLEB tox	NCOA2 inhibitor	TRAIL sens C8	TROY signal inh
CC(=O)N1c2ccc(S(=O)(=O)N3CCC(C(=O)Nc4cccc(F)c4)CC3)cc2CC1C (stereo not drawn)	-6	-12	-9	0	1	13	-30	-21	8	-1	3
CC(=O)N[C@@H](Cc1c[nH]c2ccccc12)C(=O)NC1CC1	2	13	13	19	5	15	4	0	11	6	-3
CN(C)C(=O)C(OC(=O)c1ccc2ccccc2n1)c1ccccc1 (stereo not drawn)	-8	-2	11	4	-3	4	-15	9	-16	-12	-11
CCOC(=O)CN1C(=O)C2(OCCCO2)c2cc(Br)ccc21	-10	15	-3	2	5	-6	8	4	11	-3	5
O=c1[nH]c2ccccc2cc1CN(CC1CCCO1)S(=O)(=O)c1ccc(Cl)cc1 (stereo not drawn)	-6	6	9	-19	1	2	-6	-19	-3	10	8
CCCCC(CCC(=O)O)(C(=O)OCC)c1csc(Nc2ccc(OCC)cc2)n1 (stereo not drawn)	3	6	15	3	-15	-9	6	4	-16	-8	8
Cc1cc(C)c(C)c(OCCOCCNCc2ccccc2)c1	5	13	5	24	8	1	-9	1	10	7	14
CNc1oc(Cc2cccc3ccccc23)nc1C#N	14	-5	13	5	5	-9	3	-9	-6	-16	4
Nc1ccn(CCCNC2CCN(Cc3ccccc3)CC2)c(=O)n1	-13	-8	-2	6	-2	8	-19	6	-15	10	4
CCOC(=O)C1=C(C(F)(F)F)Nc2ncnn2C1c1cccc(OC)c1OC (stereo not drawn)	-3	6	6	2	0	4	3	11	-14	-5	-14
COc1ccc(C(=O)C2CCCN(Cc3cccn3-c3ccccn3)C2)c(C)c1 (stereo not drawn)	9	0	25	-4	21	15	38	-4	-21	14	-13
O=C1[C@@H](Oc2ccccc2)[C@@H](c2cnc3ccccc3c2)N1c1ccccc1	48	17	0	-9	14	7	16	-5	18	26	15
COc1ccc(-c2cc(C(=O)N(C)Cc3nc4ccccc4c(=O)[nH]3)c3ccccc3n2)cc1OC	27	9	12	2	5	-13	14	-6	-3	14	-1
CCN(CC(=O)Nc1ccccc1C(=O)Nc1ccccc1)Cc1nc2ccccc2c(=O)[nH]1	0	0	5	-10	0	-1	-5	0	-21	-6	8
OC1CCNC(=S)N1c1ccccc1 (stereo not drawn)	-6	-53	1	-10	-5	-10	-19	8	-13	-10	-42
COc1ccccc1N1CCN(C(=O)c2ccc3noc(-c4ccccc4)c3c2)CC1	14	-11	-26	0	5	2	-19	-14	-26	-17	-40
COc1ccccc1N1CCN(C(=O)COc2ccc(Cl)cc2Br)CC1	11	1	-20	14	-18	8	-23	-11	16	15	12
Cc1cccc(NS(=O)(=O)c2cccc([N+](=O)[O-])c2)n1	15	-2	9	8	3	14	8	-1	8	5	-13
CCOc1ccc(CCNC(=O)COC(=O)Cc2ccc(OC)c(OC)c2)cc1OCC	3	3	10	-25	7	3	0	4	-4	-16	-15
Cc1cccc(CCNC(=O)C2CCCN(c3cnccn3)C2)c1 (stereo not drawn)	13	-2	-6	-12	-4	-4	3	-24	-11	11	-16
CSc1nc(-c2ccccc2)nn1C(=O)c1ccc(Cl)cc1	8	-22	-19	5	0	-2	-28	1	-13	-2	-18
COC(=O)c1cc(COC(=O)c2ccc3ccccc3n2)oc1C	6	3	4	-13	-1	12	-24	-2	1	-11	-6
Cc1nn(C(=O)c2ccco2)c(C)c1Sc1ccc([N+](=O)[O-])cc1	2	-7	-10	-2	-5	3	-33	-13	-34	-7	2
COc1ccc(NS(=O)(=O)c2ccc3[nH]c(=O)[nH]c3c2)cc1OC	-5	-2	-2	-1	3	-18	-18	9	-14	8	-29
CCC(CC)C(=O)Nc1nc(-c2ccc3c(c2)CCN3C(=O)C2CC2)c(C)s1	7	-6	-16	11	5	5	-3	-4	-20	29	10
COC(=O)c1ccc2c(c1)NC(=O)C(N1CCCC1)S2 (stereo not drawn)	-6	-9	2	-8	-4	-10	8	5	-1	17	7
COC1=C(N2CCOCC2)C(=O)c2ccccc2C1=O	-26	-17	8	2	12	16	9	3	-36	35	11
COc1ccccc1NCC(=O)Nc1cc(S(=O)(=O)N2CCOCC2)ccc1N1CCOCC1	5	-8	-1	-7	-3	-8	13	-12	10	13	9
Fc1ccc(OCCCCCN2CCCC2)cc1	1	-12	-19	-1	-17	21	10	12	-11	-4	-1
CCCOC(=O)c1ccc(NC(=O)COC(=O)C2CCN(c3ccc(C(F)(F)F)cn3)CC2)cc1	-32	-12	24	-6	8	9	-5	14	-11	14	-8

Quoted at random: 2 entries already listed.
SMILES	CF NFkB block	SRC1 inh	LRH-1 inv ag	TWEAK-Fn14 inh	LMP1 NFkB inh	NR2F2 inh	NCOA3 inh	KKLEB tox	NCOA2 inhibitor	TRAIL sens C8	TROY signal inh
COC1=C(N2CCOCC2)C(=O)c2ccccc2C1=O	-26	-17	8	2	12	16	9	3	-36	35	11
CCC(CC)C(=O)Nc1nc(-c2ccc3c(c2)CCN3C(=O)C2CC2)c(C)s1	7	-6	-16	11	5	5	-3	-4	-20	29	10

Next results follow.
SMILES	CF NFkB block	SRC1 inh	LRH-1 inv ag	TWEAK-Fn14 inh	LMP1 NFkB inh	NR2F2 inh	NCOA3 inh	KKLEB tox	NCOA2 inhibitor	TRAIL sens C8	TROY signal inh
COc1ccc(S(=O)(=O)c2nnn(-c3cccc(OC)c3)c2N)cc1	2	0	-7	4	-3	12	12	1	8	4	11
COc1ccc(CN2C(=O)C(CC(=O)NCc3ccco3)CC(C(=O)N(C(C)C)C(C)C)=C2C)cc1 (stereo not drawn)	11	-3	1	15	0	13	14	-7	3	0	3
NC(=O)Cn1ccc(O)c(Cc2ccc(Cl)cc2Cl)c1=O	2	-1	-4	-17	9	9	-14	-8	20	4	-4
Cc1cc(C)c(C#N)c(SCC(=O)Nc2cc(C)on2)n1	-11	-76	-63	-26	-19	-34	-71	2	-77	10	-15
CC(=O)NC12CC3CC(C1)CC(C(=O)N1CCN(c4ncccn4)CC1)(C3)C2	-6	-12	13	10	3	9	10	7	-25	3	3
Cc1cccc(N2CCN(c3nc4ccccc4n4cnnc34)CC2)c1C	1	-3	-8	-21	4	7	-20	-6	-18	11	2
COc1ccc(Cl)cc1C(=O)OCC(=O)NCc1cccs1	28	-10	10	6	-9	-11	14	-16	-39	-1	-15
Cc1nn(-c2ccccc2)c(C)c1C(=O)OCc1ccc(C#N)cc1	16	2	20	-35	-5	1	-14	-12	12	2	-11
COc1cc(NC(=S)N2CCCC(CO)C2)c(OC)cc1Cl (stereo not drawn)	-3	-10	-9	-3	-2	16	7	4	-19	-11	-19
CCOC(=O)c1cc2sccc2n1CC(=O)N1c2ccccc2CC1C (stereo not drawn)	2	-41	10	-10	6	-14	6	6	-11	10	3
COc1cc(CN(C)C)cc(C=O)c1O	16	-11	13	13	2	·	-15	2	·	-4	8
Cc1cc(NC(=O)CN2C(=O)NC3(CCCCC3)C2=O)ccc1N1CCCC1	3	-26	8	-2	6	12	-15	1	13	6	-21
COc1ccc(S(=O)(=O)Nc2ccccc2)cc1	3	2	-4	5	5	-2	7	-2	-5	22	-2
O=C(CSc1nnc(SCc2ccccc2)s1)N/N=C/c1ccc(Cl)cc1Cl	5	4	6	-18	-4	7	20	-18	25	-8	-4
COC(=O)C1=C(C)N(c2ccc(OC)cc2)C(=O)/C1=C\c1cccs1	7	-9	3	-10	4	-5	17	-18	-9	0	-16
Cn1c(-c2ccccc2)c(Sc2ccccc2)c2cc(-c3ccc4[nH]ccc4c3)ccc21	·	·	-2	20	·	19	·	·	13	4	-4
CN(C)C(=O)N1CCC(C(=O)NCC2CCCO2)CC1 (stereo not drawn)	14	-6	-22	2	1	18	4	-12	-10	-7	-1
Oc1oc(-c2ccccc2)nc1/C=N/c1nccs1	6	-22	-18	1	-3	-6	-14	1	-34	-10	-64
COc1cc2nc(SCC(=O)c3ccc(Br)cc3)n3nc(C)nc3c2cc1OC	-20	0	3	2	-2	3	-8	-2	16	-15	9
CSCCC(NC(=O)c1ccccc1)C(=O)NCC(C)(C)N1CCOCC1 (stereo not drawn)	-16	-3	-18	19	-6	1	-23	0	8	-10	17
Nc1c(N(CCC2=CCCCC2)C(=O)Cc2ccccc2F)c(=O)[nH]c(=O)n1Cc1ccccc1	20	-6	-1	-1	8	2	-10	-4	-26	-4	-2
CC(NC(=O)Cc1ccc(F)cc1)c1ccc(F)cc1 (stereo not drawn)	8	1	-3	-11	4	2	-6	-5	15	-7	-1
Cn1nc(Oc2nc(N3CCOCC3)nc(N3CCOCC3)n2)ccc1=O	-11	-10	11	-5	3	-22	-1	3	-29	-10	3
O=C(Nc1cccnc1Cl)c1ccc2c(Cl)c3c(nc2c1)CCC3	-26	-69	-237	54*	-23	-60	-71	-26	-28	76*	-5
CCn1c(=O)c2sccc2n(Cc2cc(C(=O)OC)ccc2OC)c1=O	-22	-17	6	-12	0	19	-14	-2	17	-1	-9
COc1ccc(/C=N/NC(=O)CNc2n[nH]c(=O)[nH]c2=O)cc1OC	-4	5	0	1	1	10	12	3	12	-1	9
Nc1ccccc1SCc1c(Cl)cccc1Cl	6	-17	22	-4	-1	0	24	-10	-4	-12	-25
CC(=O)N(CCc1ccccc1)c1ccc2c(c1)C1CC2CCN1C(=O)OCc1ccccc1 (stereo not drawn)	27	5	-14	29	-5	38*	0	-19	34	28	22
O=C(/C=C/Nc1ccc(F)cc1F)c1ccc(Br)cc1	15	-73	-125	-3	·	-50	-78	-15	-50	42	-4
O=C(CC12CC3CC(CC(C3)C1)C2)N/N=C/c1ccncc1	8	-6	-22	5	6	8	3	6	-22	8	-3
COc1ccc(N=C2NC(=O)/C(=C/c3ccc(O)c(OC)c3)S2)cc1	57*	12	14	44	7	-10	10	-7	-9	-10	8
CCOC(=O)Cn1nc(-c2ccccc2)c(-c2ccccc2)nc1=O	-1	11	2	1	6	-17	-1	12	-26	-10	-5
Cc1ccc(S(=O)(=O)N(C)C[C@H]2OCc3cn(nn3)CCCC(=O)N([C@@H](C)CO)C[C@@H]2C)cc1	6	9	17	14	-1	-17	-3	6	6	-1	12
O=C(O)Cc1nn(Cc2ccc(Cl)cc2)c(=O)c2ccccc12	8	-24	-4	11	10	-9	7	-4	35	0	-2
COC(=O)c1cnc(NNS(=O)(=O)c2ccc(C(F)(F)F)cc2)nc1C(F)(F)F	8	9	2	-15	6	-8	7	-1	-12	5	-22
